MIN6 prolif = MIN6 beta-cell proliferation induction; MIN6 cells proliferation, ATPlite luminescence, 48 h; cells starved in 0.2% serum; 100% = growth in 10% serum; proliferation, % at 10 µM; 0.29% of 330,000 active;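 active = compounds whose signal lies at least 3.5 SD above the mean of all wells on their plate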;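 also: 0% = DMSO-treated cells in low-serum medium and 100% = 10% serum control; some compounds called inactive have numbers as strong as hits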
A3G deaminase = APOBEC3G (human) deaminase inhibition | recombinant A3G, ssDNA deamination FAM/TAMRA fluorescence | 0.28% of 330,000 active | Q9HC16 | inhibition, % at 20 µM;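 active = inhibition of at least 40% at 20 µM, with no more than 30% in the related APOBEC3A deaminase screen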;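 also: plate controls were DMSO wells with A3G for no effect and wells lacking A3G enzyme for full effect; some compounds called inactive have numbers as strong as hits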
Target sequence (Q9HC16 whole entry, looked up): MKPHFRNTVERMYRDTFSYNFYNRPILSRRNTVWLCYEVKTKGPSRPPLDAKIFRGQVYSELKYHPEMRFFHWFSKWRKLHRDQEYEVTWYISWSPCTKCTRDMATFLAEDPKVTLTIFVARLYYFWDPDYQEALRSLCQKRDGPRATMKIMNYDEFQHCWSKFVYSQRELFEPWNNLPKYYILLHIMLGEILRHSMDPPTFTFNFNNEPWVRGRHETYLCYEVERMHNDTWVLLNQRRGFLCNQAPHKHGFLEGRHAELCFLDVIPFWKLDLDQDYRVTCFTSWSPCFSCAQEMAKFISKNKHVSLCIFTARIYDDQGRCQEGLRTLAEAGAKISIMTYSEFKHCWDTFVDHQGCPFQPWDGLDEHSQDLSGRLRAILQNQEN
hIAP inh = human IAP inhibition. P09923. purified IAP, CDP-Star luminescence, 30 min. inhibition, % at 10 µM. 0.12% of 330,000 active;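 active = inhibition reaching a set limit with compound at 10 µM in the primary screen, cut at about 35% in these data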;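 also: plate controls were DMSO wells with enzyme for no effect and no-enzyme buffer wells for full effect; values of inactives mirror those of a sister screen read the other way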
GRIN3A LBD mod = modulators (binders) of human NR3A ligand-binding domain. NR3A LBD differential scanning fluorimetry, Tm shift; 0% = protein alone, 100% = glycine-bound protein. Tm shift relative to glycine control, % at 25 µM. 2.5% of 340,000 active;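 active = melting temperature shift of at least 10% of the positive control shift, at one fixed dose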
MPTP inh = blocks calcium-induced mitochondrial swelling; AID 602449; isolated mouse mitochondria, Ca2+ swelling absorbance, 30 min; inhibition, % at 10 µM; 1.4% of 360,000 active;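 active = inhibition of 50% or more, scaled per plate between neutral and stimulator controls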;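 also: 0% = DMSO wells given calcium and 100% = 1 mM EGTA wells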
APOBEC3A inh = human APOBEC3A DNA deaminase inhibition; AID 493011; inhibition, % at 20 µM; 0.41% of 330,000 active; P31941; recombinant A3A, FAM/TAMRA ssDNA deamination fluorescence;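 active = at least 40% inhibition at 20 µM here, with at most 30% in a related deaminase screen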;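 also: plate controls were A3A with DMSO for no effect and wells lacking A3A enzyme for full effect; some results filed as inactive read as strong as hits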
Target sequence (P31941 whole entry, looked up): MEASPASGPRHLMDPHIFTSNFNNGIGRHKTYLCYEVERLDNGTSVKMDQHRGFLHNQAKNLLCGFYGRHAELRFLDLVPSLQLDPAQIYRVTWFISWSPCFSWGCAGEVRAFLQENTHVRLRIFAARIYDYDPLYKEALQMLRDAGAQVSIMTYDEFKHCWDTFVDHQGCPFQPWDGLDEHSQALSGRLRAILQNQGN
hIAP activ = increases human intestinal alkaline phosphatase activity; P09923; purified human IAP, CDP-Star luminescence, 30 min; stronger effect = higher value; 1 = vehicle-only enzyme, 0 = enzyme-free background; activation factor at 10 µM; 0.16% of 330,000 active;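 active = activation factor of the enzyme at least 2-fold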; also: the source names both 10 and 20 µM as test concentration; values of inactives mirror those of a sister screen read the other way
mIAP block = mouse IAP inhibition; purified mouse IAP, CDP-Star luminescence, 30 min; inhibition, % at 10 µM; 0.2% of 330,000 active;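 active = inhibition of at least 40% at 10 µM in the primary screen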;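 also: plate controls were DMSO with enzyme for no effect and no enzyme wells for full effect; values of inactives mirror those of a sister screen read the other way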
mIAP activ = increases mouse intestinal alkaline phosphatase activity | muIAP, CDP-Star luminescence, 30 min; stronger effect = higher value; 1 = vehicle-only enzyme signal, 0 = enzyme-free wells | activation factor at 10 µM | 0.24% of 330,000 active | AID 2805;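 active = activation factor of at least 2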; also: the source names both 10 and 20 µM as test concentration; values of inactives mirror those of a sister screen read the other way
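System: Mouse IAP enzyme | Also added: CDP-Star substrate | Dosing: Compounds dispensed in DMSO | Schedule: 30 min enzyme-substrate-compound incubation at room temperature | Technique: Chemiluminescence readout | Control set: DMSO-only wells and no-enzyme negative control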
The depositor's hits bear a star; x = no result given.

SMILES	MIN6 prolif	A3G deaminase	hIAP inh	GRIN3A LBD mod	MPTP inh	APOBEC3A inh	hIAP activ	mIAP block	mIAP activ
CN(Cc1ccccc1)C(=S)NC(=O)C1CCCCC1	1	-6	-1	-2	-0.3	-3	1	8	0.92
Cn1c(=O)c(C(=O)COC(=O)c2cc(C(F)(F)F)nc3c(C(F)(F)F)cccc23)c(N)n(CC2CC2)c1=O	-9	-5	-13	x	x	5	1.1	4	0.96
CC(C)Oc1ccc(CNC(=O)C2CCCN(S(=O)(=O)N3CCOCC3)C2)cc1 (centres undefined)	-2	-6	6	0	-0.1	-4	0.94	5	0.95
COC(=O)c1cccc(N(CC(=O)NC2CCCC2)C(=O)CNC(=O)c2cccs2)c1	-2	-9	14	3	-0.3	-4	0.86	7	0.93
CCN=C1S/C(=C\c2cc(Br)c(O)c(OC)c2)C(=O)N1CC	0	-6	-11	-10	0.9	4	1.1	11	0.89
Fc1ccc(C(c2nnnn2Cc2ccccc2)N2CCSCC2)cc1 (centres undefined)	-4	-6	12	1	2.1	-4	0.88	-8	1.1
CC1=C(C(=O)OC2CCCCC2)C(c2ccc(F)cc2)NC(=O)N1 (centres undefined)	-3	-3	11	0	1.9	3	0.89	-8	1.1
O=C(NC1CC2CCC(C1)N2Cc1ccccc1)c1cccc(F)c1 (centres undefined)	-3	-4	-8	-1	0.5	1	1.1	1	0.99
CN(C(=O)COC(=O)CNC(=O)C1CCCCC1)c1ccccc1	-1	-3	-21	0	-0.1	-4	1.2	2	0.98
O=C(CSc1ccc2nnc(-c3cccnc3)n2n1)NCc1ccco1	-2	-9	6	-1	-1.9	1	0.94	6	0.94
CC(=O)N1N=C(c2ccc(C(C)(C)C)cc2)OC1(C)C	0	-1	9	3	69*	1	0.91	21	0.79
Brc1ccc(CSc2nnc(-c3cccnc3)o2)cc1	3	-3	7	-24	2.2	0	0.93	4	0.96
CCc1noc(C)c1C(=O)N1CCCC(C(=O)c2cc(F)ccc2F)C1 (centres undefined)	2	-2	5	-4	-0.4	3	0.95	-2	1
O=C(c1ccccc1)n1ccn(-c2ccccc2)c1=S	0	-9	-64	0	1.6	-3	1.6	4	0.96
CC(C)(C)NC(=O)CSc1nc2[nH]ncc2c(=O)[nH]1	-2	-6	-32	-1	2.2	-2	1.3	1	0.99
COc1cccc(-c2cc(C(=O)Nc3nc4ccccc4s3)c3ccccc3n2)c1	-2	-6	-19	1	4.1	-4	1.2	13	0.87
COc1cccc(CNC(=O)c2nnn(CC(=O)Nc3cc(C)ccc3C)c2N)c1	-4	-5	-12	12*	0.9	-4	1.1	3	0.97
COCCNC(=O)c1cccc(C)c1[N+](=O)[O-]	-2	-1	11	0	1.2	-1	0.89	7	0.93
COc1ccc(C(=O)N/N=C(\CCC(=O)O)c2ccc(C(C)(C)C)cc2)cc1OC	2	-9	8	0	-0.1	-4	0.92	-4	1
O=C(NCCn1cccn1)C1CCC(=O)N(CCc2cccc(F)c2)C1 (centres undefined)	3	-6	-14	0	0.9	-1	1.1	-4	1
COc1ccccc1-n1c(C)nnc1SCC(N)=O	-2	-4	-8	0	-3.2	-3	1.1	3	0.97
COc1ccc(CNS(=O)(=O)NCc2ccc(OC)c(OC)c2)cc1OC	-3	-4	-12	3	4.3	-6	1.1	-5	1
CC(C)C(OC(=O)Cn1nnc2ccccc21)C(=O)NC1CCCC1 (centres undefined)	-1	-7	4	0	-1.6	-4	0.96	4	0.96
O=c1[nH]c(SCc2nc3ccccc3c(=O)n2-c2ccccc2)nc2ccccc12	0	0	-21	-1	0.9	2	1.2	5	0.95
Cc1cccc(NC(=S)N(Cc2cccs2)Cc2cc3cc(C)ccc3[nH]c2=O)c1	-4	-2	12	9	1.0	1	0.88	-2	1
New compounds follow.
SMILES	MIN6 prolif	A3G deaminase	hIAP inh	GRIN3A LBD mod	MPTP inh	APOBEC3A inh	hIAP activ	mIAP block	mIAP activ
O=C(c1ccccc1)c1ccc(OCCCN2CCCCC2)cc1	-4	1	-6	0	0.0	0	1.1	9	0.91
COCCNC(=O)C(c1ccc(C)o1)N(C(=O)c1snc(C(N)=O)c1N)c1ccc(C)c(C)c1 (centres undefined)	-2	-4	3	-7	-1.1	-1	0.97	-4	1
O=C(NCC1CCCO1)C(c1cccs1)N(C(=O)c1ccc(CN2CCOCC2)o1)c1ccc(Cl)cc1 (centres undefined)	-1	2	-11	0	-0.9	1	1.1	5	0.95
COc1ccc(NC(=O)c2cccc(Oc3ccccc3)c2)cn1	-2	-7	-6	-2	0.4	1	1.1	-5	1.1
O=c1[nH]cnc2nc(-c3ccccc3)c(-c3ccccc3)nc12	-4	-1	-6	-1	0.3	1	1.1	-16	1.2
CCCN(CC(=O)Nc1cc(Cl)ccc1Cl)C(=O)CN1C(=O)C2CCCCC2C1=O (centres undefined)	-4	1	7	-1	0.8	1	0.93	-10	1.1
O=C(Nc1ccc(S(=O)(=O)N2CCCCCC2)cc1)c1ccc(Br)o1	-2	-1	8	-5	24	0	0.92	3	0.97
COc1ccc(C(=O)n2cnc3ccccc32)cc1Br	1	-6	8	0	3.2	0	0.92	-7	1.1
Nc1nc(C2CCOCC2)cs1	-4	-8	-4	0	0.1	-6	1	-2	1
CSc1ccc(/C=C/C(=O)OCC(=O)NC2CC2)cc1	-5	-1	-7	2	-1.8	-1	1.1	-6	1.1
O=C(NN=C1CCCC1)c1[nH]c2ccc(Cl)cc2c1-c1ccccc1	-4	-1	-6	-6	11	-1	1.1	12	0.88
CC(C)(C)NCC(=O)N/N=C/c1ccc(OCc2ccccc2)cc1	-3	-12	-6	2	0.8	0	1.1	2	0.98
O=C(NC1CCCCC1)N(Cc1nc2ccccc2c(=O)[nH]1)C1CCCCC1	-1	-9	-32	-4	-0.4	-7	1.3	1	0.99
CC(C)c1nc(CNC(=O)CC2C(=O)NCCN2Cc2cccc(F)c2F)cs1 (centres undefined)	6	-9	4	4	-1.2	-4	0.96	11	0.89
CCCCCOC(=O)CSc1nnc(-c2cc(OC)c(OC)c(OC)c2)o1	-4	10	5	-11	-0.9	-4	0.95	4	0.96
N/C(=N\OC(=O)c1cccc2ccccc12)c1cccc([N+](=O)[O-])c1	-6	1	5	26*	-1.9	5	0.95	-3	1
O=C(CCCCn1c(=O)c2ccccc2n(Cc2ccc(F)cc2Cl)c1=O)NCc1ccco1	1	-10	11	0	-2.5	-6	0.89	7	0.93
O=C1CC(c2ccc(F)cc2)Cc2nc(N3CCN(c4ccccc4)CC3)ncc21 (centres undefined)	-2	-4	25	-1	0.5	-7	0.75	5	0.95
Cc1nc(C)n(C)c(=O)c1-c1ccccc1	-2	-10	-6	-4	-0.8	-5	1.1	-1	1
CCOc1ccc(NC(=O)c2ccc(NC(=O)COC(=O)Cc3ccc(OC)cc3)cc2)cc1	-2	-8	7	5	-1.5	3	0.93	4	0.96
COCC(C)NC(=O)c1cc(-c2ccc(O)cc2)on1 (centres undefined)	1	5	-6	3	-0.4	-1	1.1	5	0.95
O=C(C1CCN(S(=O)(=O)c2cccc([N+](=O)[O-])c2)CC1)N1CCOCC1	-4	-5	-1	1	0.1	-1	1	-6	1.1
CCOC(=O)c1ccc(NS(=O)(=O)c2c(N)n(C)c(=O)n(C)c2=O)cc1	2	18	-33	-1	0.6	3	1.3	-12	1.1
O=C(NCC(c1cccs1)N1CCc2ccccc21)c1ccccc1 (centres undefined)	-3	-8	13	-2	-1.5	-5	0.87	-5	1.1
CCn1c(C)c(C)c2cc(C(=O)N3CCN(c4ccccc4)CC3)ccc21	-6	4	-23	-1	0.3	1	1.2	3	0.97
The list continues.
SMILES	MIN6 prolif	A3G deaminase	hIAP inh	GRIN3A LBD mod	MPTP inh	APOBEC3A inh	hIAP activ	mIAP block	mIAP activ
C1CCCCCC(=NNc2nn[nH]n2)CCCCC1	-1	13	4	1	1.4	-3	0.96	-7	1.1
Cc1ccsc1/C=N/n1c(=S)[nH]nc(C)c1=O	1	-1	19	-6	0.5	3	0.81	-9	1.1
COC(=O)c1cc2occc2n1Cc1ccc(Cl)cc1	-2	-2	11	2	1.0	0	0.89	7	0.93
CC(C(=O)N1CCN(Cc2ccccc2)CC1)c1ccc([N+](=O)[O-])cc1 (centres undefined)	1	-7	4	1	0.9	-1	0.96	4	0.96
O=C(CSc1ncccn1)NCc1ccc(Cl)cc1	-2	-5	-16	-7	-0.3	-4	1.2	-7	1.1
COC(=O)N/N=C\c1c(C)nn(-c2ccccc2)c1Cl	-1	0	-12	0	-0.8	4	1.1	9	0.91
CC1C/C(=N\NC(=S)NC(C)C)CC(C)(C)C1 (centres undefined)	0	1	8	-1	0.2	2	0.93	-4	1
FC(F)(F)c1ccccc1-n1ccnc1	0	-7	-5	-1	-2.0	-5	1.1	1	0.99
NC(=O)c1oc2ccc(Cl)cc2c1NC(=O)CN1CCOCC1	-2	0	10	-1	1.5	3	0.9	3	0.97
COc1cc(C(=S)N2CCOCC2)cc(OC)c1OC(=O)c1cccc(C)c1	-5	-8	6	0	1.4	-9	0.94	1	0.99
O=C(Nc1ccc(-c2csc(Nc3ccc(Cl)cc3)n2)cc1)c1cccc(C(F)(F)F)c1	-7	-6	0	34*	x	3	0.99	6	0.94
COc1ccc(S(=O)(=O)N(C)CC(=O)NC2CC2)cc1	-3	1	9	-9	1.3	-1	0.91	4	0.95
COc1ccc(-c2nc3c(c(=O)[nH]c(=O)n3Cc3ccccc3)n2C)cc1	-5	-1	-9	-1	0.8	1	1.1	2	0.98
COc1cc(NC(=O)c2cccnc2)c(Cl)cc1NC(=O)c1ccccc1	-2	-4	-15	0	-0.7	-2	1.2	-1	1
CCC(C(=O)Nc1cnccn1)c1ccccc1 (centres undefined)	-3	-5	-24	1	-0.2	-4	1.2	4	0.96
COc1ccc(/C=C\C(=O)NCC(=O)N/N=C/c2ccc(O)cc2O)cc1	-3	-2	-73	-2	-0.2	0	1.7	18	0.82
COc1ccc(C2Nc3ccccc3C(=O)N2c2ccc(Cl)cc2)cc1Cn1cc([N+](=O)[O-])cn1 (centres undefined)	-4	-8	-19	-3	14	-1	1.2	11	0.89
O=C(NCc1cccnc1)/C(=C/c1ccc(Cl)cc1)NC(=O)c1ccccc1	-2	-14	14	0	-1.4	0	0.86	6	0.94
O=C(NNC(=O)C1COc2ccccc2O1)c1cccc([N+](=O)[O-])c1 (centres undefined)	-1	-2	-23	0	1.1	-2	1.2	8	0.92
CCCN1C(=O)/C(=C/c2ccco2)SC1=Nc1ccc(OC)cc1	5	-2	-1	21*	-1.8	2	1	9	0.91
O=C(N/N=C/c1ccncc1)c1cccc(S(=O)(=O)Nc2ccc(Cl)cc2)c1	-3	-6	10	-5	5.4	-2	0.9	7	0.93
Cc1cccc(-n2c(C)cc(/C=N/NC(=O)c3cccc([N+](=O)[O-])c3C)c2C)c1	-1	5	-11	-4	-8.4	-17	1.1	-2	1

Compound activity: PubChem BioAssay, Sanford-Burnham Center for Chemical Genomics

Not a hit list. About 5% of those tested had a hit in this group.
